Screens from PubChem.
APEX1 inh: qHTS Assay for Inhibitors of the Human Apurinic/apyrimidinic Endonuclease 1 (APE1). recombinant APE1, TAMRA/BHQ-2 abasic DNA cleavage fluorescence. 350,000 tested, 0.35% active. Potency, µM (series often up to 65.8 µM), without a hit: at the top dose activity change, negative = inhibition, most hits filed as inhibitors. DNA repair nuclease/redox regulator APEX1 (Homo sapiens), P27695; active means well fitted inhibition curve with a large enough effect; inconclusive means small, poorly fitted or top-dose-only effect; inactive means no such curve, though single readings can be large or run the other way;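 further: plate controls were vehicle for no effect and reference inhibitor for full effect; nearly all actives have a fitted effect of over 55% in size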
Target sequence (P27695 whole entry, looked up): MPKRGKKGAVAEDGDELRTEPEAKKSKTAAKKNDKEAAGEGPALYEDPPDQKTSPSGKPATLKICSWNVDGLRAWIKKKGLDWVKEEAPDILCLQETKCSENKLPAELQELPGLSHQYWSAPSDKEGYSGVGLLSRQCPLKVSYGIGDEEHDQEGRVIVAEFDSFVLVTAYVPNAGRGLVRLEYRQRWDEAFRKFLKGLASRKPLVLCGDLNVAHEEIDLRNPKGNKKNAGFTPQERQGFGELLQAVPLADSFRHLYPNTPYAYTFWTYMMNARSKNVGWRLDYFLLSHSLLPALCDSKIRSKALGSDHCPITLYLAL
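Quantitative HTS: incision of a TAMRA/BHQ-2 double-stranded substrate bearing a tetrahydrofuran abasic site by 0.75 nM APE1 raises fluorescence. Substrate 50 nM final, added after 15 min compound preincubation at room temperature; progress as third-minus-first kinetic read difference.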
* marks the source's active call; other numbers are inactive results; ? = inconclusive; & = joins results of further samples; [ ] = remark or other dose. Potency means the concentration at half of the fitted maximal effect.

SMILES	APEX1 inh
Fc1cccc(CNc2ncnc3ccc(-c4cccnc4)cc23)c1	24%
Fc1cccc(CNc2ncnc3ccc(-c4ccccc4Cl)cc23)c1	-5%
CC[C@@H](CO)NCCN[C@@H](CC)CO	12%[21 µM]
CC[C@H](CC[C@@H](C)[C@H]1CC[C@H]2[C@@H]3CC=C4C[C@@H](O)CC[C@]4(C)[C@H]3CC[C@]12C)C(C)C	5%
O=C(Nc1cccnc1)c1cnn2c1NC(=C1CC1)C=C2C(F)F	41%
O=C(OCC1CO1)C1CCCCC1C(=O)OCC1CO1 (configuration not stated)	4%
C=CCCC	1%
CC(C)C(C)C	?
Oc1ccc(COc2cccc3ccccc23)c2cccnc12	-1%
Oc1ccc(COC2CCCC2)c2cccnc12	8%
O=C(COC(=O)/C=C/c1ccc(Br)o1)Nc1ccc2[nH]c(=O)[nH]c2c1	?
Cc1ccc(Br)cc1	-1%
CC1NC(=O)c2ccccc2-n2c1nc1cc(F)ccc1c2=O (configuration not stated)	11%
Nc1ncn(C2O[C@H](CO)[C@@H](O)[C@H]2O)c(=O)n1 (some centres not stated)	11%
Cc1ccc(Cl)cc1N	21%
Nc1cc(C(=O)O)c(O)c(S(=O)(=O)O)c1	28µM*
CC(C)CC1NC(=O)c2ccccc2-n2c1nc1cc(F)ccc1c2=O (configuration not stated)	6%
CC/C(C)=N/O	3%
CC1(N)CCC(C(C)(C)N)CC1 (configuration not stated)	1%
Cc1cc(C)cc([N+](=O)[O-])c1	21%
O=C(CSc1nnc(-c2cccc([S+](=O)([O-])N3CCCC3)c2)n1-c1ccccc1)Nc1ccc2c(c1)OCCO2	17%
NC(=O)C1CCN(c2nc(-c3ccc(N4CCCCC4)nc3)cs2)CC1	9%
Cc1ccc2nc(-c3ccc(N)cc3)sc2c1S(=O)(=O)O	?
COC(=O)C[C@](O)(CCCC(C)(C)O)C(=O)O[C@@H]1C(OC)=CC23CCCN2CCc2cc4c(cc2[C@H]13)OCO4 (some centres not stated)	-6%
O=C(O)c1ccc(CO)o1	-2%
Cc1ccc(-c2no[n+]([O-])c2C#N)cc1	-5%
OCc1cccc(-c2noc(-c3ccccc3F)n2)c1	57%[activator]
c1ccc2c(c1)ccc1cc3c(ccc4ccccc43)cc12	2%
CCC(=O)NC(c1cccs1)c1cc(Br)c2cccnc2c1O (configuration not stated)	23%
CC(C)[C@@H]1CC[C@@H](C)C[C@H]1O	25%

Grouped by structure, the entries above containing four or more nitrogen atoms
SMILES	APEX1 inh
Fc1cccc(CNc2ncnc3ccc(-c4cccnc4)cc23)c1	24%
O=C(Nc1cccnc1)c1cnn2c1NC(=C1CC1)C=C2C(F)F	41%
Nc1ncn(C2O[C@H](CO)[C@@H](O)[C@H]2O)c(=O)n1 (some centres not stated)	11%
O=C(CSc1nnc(-c2cccc([S+](=O)([O-])N3CCCC3)c2)n1-c1ccccc1)Nc1ccc2c(c1)OCCO2	17%
NC(=O)C1CCN(c2nc(-c3ccc(N4CCCCC4)nc3)cs2)CC1	9%

The listing picks up with the five entries that preceded the break.
SMILES	APEX1 inh
Cc1ccc(-c2no[n+]([O-])c2C#N)cc1	-5%
OCc1cccc(-c2noc(-c3ccccc3F)n2)c1	57%[activator]
c1ccc2c(c1)ccc1cc3c(ccc4ccccc43)cc12	2%
CCC(=O)NC(c1cccs1)c1cc(Br)c2cccnc2c1O (configuration not stated)	23%
CC(C)[C@@H]1CC[C@@H](C)C[C@H]1O	25%
COc1ccc2[nH]c3c(c2c1)CCN1C(=O)C(CC(=O)NC/C=C(\C)CCC=C(C)C)C[C@H](C(=O)N2CCCCC2)[C@@]31C (some centres not stated)	10%
Cc1ccc2c(c1)-n1c(nc3ccccc3c1=O)C(Cc1ccc(O)cc1)NC2=O (configuration not stated)	38%
Cc1ccc(CNc2ccc(N3CCN(C)CC3)cc2)cc1	19%
Cc1ccc(C2CC(c3cccs3)=NN2C(=O)CSc2nc(=O)n3ccc(C)cc3n2)cc1 (configuration not stated)	34%
CC(Oc1ccccc1)C(=O)N[C@@H]1C(=O)N2[C@@H]1SC(C)(C)[C@@H]2C(=O)O (some centres not stated)	-3%[21 µM]
CS(=O)(=O)c1ccc(-c2csc(N3CCC(C(N)=O)CC3)n2)cc1	-1%
Oc1ccc2cc(SSc3ccc4cc(O)ccc4c3)ccc2c1	-2%
O=C(O)[C@H](O)[C@@H](O)[C@H](O[C@@H]1O[C@H](CO)[C@H](O)[C@H](O)[C@H]1O)[C@H](O)CO	1%[21 µM]
Cn1c2cc(B(O)O)sc2c2cnn(Cc3c(F)cccc3F)c(=O)c21	21µM*
CC(C)CO	3%
CCCCCCCC/C=C\CCCCCCCC(=O)N(CCO)CCO	?
COc1ccc(C2=Nn3c(nnc3-c3ccccc3F)SC2)cc1OC	-6%
C=CC(=O)CC	2%
[O-]/[N+](=N\O)c1ccccc1	1%
C=C1CC[C@@H]2[C@](C)(CO)[C@H](O)CC[C@@]2(C)[C@@H]1C/C=C1/C(=O)OC[C@H]1O	0%
CO[C@H]1C[C@H](O[C@H]2[C@H](C)[C@@H](O[C@@H]3O[C@H](C)C[C@H](N(C)C)[C@H]3O)[C@@H](C)C[C@]3(CO3)C(=O)[C@H](C)[C@@H](O)[C@@H](C)[C@@H](C)OC(=O)[C@@H]2C)O[C@@H](C)[C@@H]1O	-1%[21 µM]
CNC[C@@H]1Oc2ccc(NC(=O)Nc3cccc4ccccc34)cc2C(=O)N([C@@H](C)CO)C[C@@H]1C	1%
Cc1ccccc1[C@]1(C)ON(c2ccccc2C(F)(F)F)C1=O	-1%
CC(C)CC1NC(=O)c2cc(Cl)ccc2-n2c1nc1ccccc1c2=O (configuration not stated)	11%
Nc1nc2c(c(=O)[nH]1)N(C=O)C(CNc1ccc(C(=O)N[C@@H](CCC(=O)O)C(=O)O)cc1)CN2 (some centres not stated)	11%[21 µM]
ON=C1CCCCC1	?
O=Cc1ccccc1Cl	0%
CC1CS(=O)(=O)CCN1/N=C/c1ccc([N+](=O)[O-])o1 (configuration not stated)	1%[21 µM]
O=C1[C@@H]2C3C=CC(O3)[C@@H]2C(=O)N1c1ccccc1	10%
C#CCOCCOCCOCCNc1nc(N2CCN(C(=O)CCCCCCCCCCNC(=O)[C@H](CO)n3cc(CCCCCN)nn3)CC2)nc(N2CCN(C(=O)CCCCCCCCCCNC(=O)[C@H](CCCN=C(N)N)n3cc(C[C@@H](C)CC)nn3)CC2)n1	?
Cc1cccc(C)c1-n1c(SCC(=O)NCCCCCC(=O)O)nnc1-c1cccc([S+](=O)([O-])N2CCCC2)c1	37%
CC(C)(C)NC[C@H](O)COc1ccccc1C1CCCC1	-2%[21 µM]
N#Cc1c(-c2cccc(Br)c2)no[n+]1[O-]	-10%
Cc1ccc(CNc2ccc(N3CCNCC3=O)cc2)cc1	-4%
Cc1ccc(Cl)cc1	0%
Cc1cccc(-c2ccc3ncnc(N(C)Cc4ccco4)c3c2)c1	30%
N#Cc1c(-c2ccc(-c3ccccc3)cc2)no[n+]1[O-]	-7%
ClC/C=C/CCl	2%
NC(=O)C1CCN(c2nc(-c3ccc(C(F)(F)F)cc3)cs2)CC1	7%
CC(=O)C1(C)CC2=C(CCCC2(C)C)CC1C (configuration not stated)	1%
O=C(O)c1cccc([N+](=O)[O-])c1	5%
Cn1cc(CNC(=O)c2cnn3c2NC(=C2CC2)C=C3C(F)F)cn1	8%
Cc1c(N=C=O)cccc1N=C=O	11%
COc1cc(-c2ccc(N=C=O)c(OC)c2)ccc1N=C=O	-2%
CCCCN(C(=O)c1cccc(-n2cccc2)c1)c1c(N)n(Cc2ccccc2)c(=O)[nH]c1=O	2.7µM*
COC(=O)c1ccccc1	20%
CC(=O)c1ccc(-c2csc(N3CCC(C(N)=O)CC3)n2)cc1	5%&-11%
C/C=C1/C(=O)C[C@H]2[C@@H]3CCC4=CC(=O)CC[C@]4(C)[C@H]3CC[C@]12C	-5%
O=C(Nc1ccccc1F)c1ccc(O)c2ncccc12	-8%
Cc1ccc(C)c(O)c1	2%
CC(C)C[C@@H]1NC(=O)[C@H](CCCN)NC(=O)[C@H](C(C)C)NC(=O)[C@@H]2CCCN2C(=O)[C@@H](Cc2ccccc2)NC(=O)[C@H](CC(C)C)NC(=O)[C@H](CCCN)NC(=O)[C@H](C(C)C)NC(=O)[C@@H]2CCCN2C(=O)[C@@H](Cc2ccccc2)NC1=O	?
C=C(C)C(=O)OCC(C)O (configuration not stated)	-4%
COc1ccc(C2=Nn3c(nnc3-c3ccccc3OC)SC2)cc1O[C@H]1CCOC1	2%
O=C(OCC(COC(=O)c1ccccc1)(COC(=O)c1ccccc1)COC(=O)c1ccccc1)c1ccccc1	5%
O=C1NC(=O)/C(=C/c2cccn2-c2ccc(P(=O)(O)O)cc2)N1	40%
CCCCC(=O)N(Cc1ccc(-c2ccccc2-c2nn[nH]n2)cc1)[C@@H](C(=O)O)C(C)C	-4%
Brc1ccc(-c2csc(N3CCCCC3)n2)cc1	12%
NC(=O)C1CCN(c2nc(-c3ccccc3)cs2)CC1	2%
COc1cccc(-c2ccc3ncnc(NCc4cccc(F)c4)c3c2)c1	13%
OC[C@H]1O[C@@H](O[C@H]2[C@H](O)[C@@H](O)[C@H](O)O[C@@H]2CO)[C@H](O)[C@@H](O)[C@@H]1O	-1%
C[C@@H]1CC2(OC3C[C@@]4(C)C5=CC[C@H]6C(C)(C)C(O[C@@H]7OC[C@@H](O)[C@H](O)[C@H]7O)CC[C@@]67C[C@@]57CC[C@]4(C)C31)OC(O)C1(C)OC21 (some centres not stated)	-2%
CC(C)=CCl	3%
CNC[C@H](Cc1cccc2ccccc12)NC[C@H](CCSC)NCC1CCC(C(C)(C)C)CC1 (some centres not stated)	24%
C#CCOCCOCCOCCNc1nc(N2CCN(C(=O)CCCCCCCCCCNC(=O)[C@H](CO)n3cc(CCCSC)nn3)CC2)nc(N2CCN(C(=O)CCCCCCCCCCNC(=O)[C@@H]([C@H](C)O)n3cc(C)nn3)CC2)n1	26%
NC(=O)C1CCN(c2nc(-c3cccc([N+](=O)[O-])c3)cs2)CC1	-8%

Continuation.
SMILES	APEX1 inh
CC(=O)Nc1ccc(-c2csc(N3CCC(C(N)=O)CC3)n2)cc1	-1%
O=C(Cl)c1c(Cl)cccc1Cl	-2%
O=S(=O)(NC1CCN(S(=O)(=O)c2ccc3c(c2)OCCO3)CC1)c1c(F)cccc1F	36%
C=C(C)C(=O)OCCCCCC	4%
CC(C)=C1CCC(C)CC1=O (configuration not stated)	15%
CCOC(=O)c1c(CNCc2ccccc2F)c2sc(C)cc2n1C	-9%
Nc1ccc([N+](=O)[O-])c(N)c1	1%
C/C=C/C=C/C=O	-2%
O=[N+]([O-])c1cccc(Cl)c1Cl	3%
O=C(CSc1nc(-c2ccc(F)cc2)nc2c1Cc1ccccc1O2)Nc1ccc(F)cc1	14%
CCCCCCCCCCCCC1CO1 (configuration not stated)	-2%
CC(=O)OC[C@]12CC[C@H]3[C@@](C)(CC[C@H]4C(C)(C)CCC[C@]34C)[C@@H]1C[C@H](C1=CC(=O)O[C@H]1OC(C)=O)O2	9.5µM*
C=CCOc1cccc(C2C(C(=O)c3ccc(C)o3)=C(O)C(=O)N2c2nnc(C)s2)c1 (configuration not stated)	5%
Nc1cc(Cl)c([N+](=O)[O-])cc1O	-2%
C=CCOC(=O)COCCC(C)C	16%

In the list so far, these contain a tert-butyl group.
SMILES	APEX1 inh
CC(C)(C)NC[C@H](O)COc1ccccc1C1CCCC1	-2%[21 µM]
CNC[C@H](Cc1cccc2ccccc12)NC[C@H](CCSC)NCC1CCC(C(C)(C)C)CC1 (some centres not stated)	24%

More results follow:
SMILES	APEX1 inh
O=C1NC(Cc2ccccc2)c2nc3ccc(Br)cc3c(=O)n2-c2cc(Cl)ccc21 (configuration not stated)	-11%
O=C(NC1CC1)c1ccc2c(c1)S(=O)(=O)c1cc(Cl)ccc1C2=O	7%
CCc1ccccc1O	-2%
CCN1C(=O)[C@H]2[C@@H](c3ccc(-c4ccc(F)cc4)c(OC)c3)N[C@@](CC(C)C)(C(=O)OC)[C@H]2C1=O	-1%
ClCCl	2%
NCCCCCCN	0%
C=CC(=C)CCC=C(C)C	3%
CCCCCCc1ccc(-c2ccc(C#N)cc2)cc1	-1%
O=C(NCc1cc(C(F)(F)F)ccc1Cl)c1cccc2c1C(=O)c1ccc(-c3ccc(OC(F)(F)F)cc3)cc1S2(=O)=O	-14%
CN1CCC(NC(=O)c2cnn3c2NC(=C2CC2)C=C3C(F)F)CC1	14%
COc1ccc(OC)c(N=C2SCCCN2C(=O)c2ccc(N3C(=O)CCC3=O)cc2)c1	0%
COC(=O)c1c(-c2ccc(OC)cc2)sc2ccccc12	42%
COc1ccc(-c2ccc3oc(-c4ccsc4)c(-c4ccc(Br)nc4)c3c2)cc1	13%
CC(=O)NC(c1ccco1)c1cc(Br)c2cccnc2c1O (configuration not stated)	29%
Cc1ccc2nc3n(c(=O)c2c1)-c1ccc(Cl)cc1C(=O)NC3Cc1ccccc1 (configuration not stated)	6%
C1COC1	1%
O=C1NC(=O)c2cc([N+](=O)[O-])ccc21	1%
N[C@@H](CCC(=O)N[C@@H](CS)C(=O)NCC(=O)O)C(=O)O	-3%
Clc1cccc(-c2ccc3ncnc(NCc4ccc5c(c4)OCO5)c3c2)c1	11%
CCC(=O)O[C@H]1[C@H](O[C@@H]2[C@@H](C)[C@H](O[C@H]3C[C@@](C)(OC)[C@@H](O)[C@H](C)O3)[C@@H](C)C(=O)O[C@H](CC)[C@@](C)(O)[C@H](O)[C@@H](C)C(=O)[C@H](C)C[C@@]2(C)O)O[C@H](C)C[C@@H]1N(C)C	-3%
CC(=O)NC(c1ccco1)c1cc(Cl)c2ccc(N3CCCCC3)nc2c1O (configuration not stated)	27%
N#Cc1c(-c2ccc3c(c2)OCO3)no[n+]1[O-]	7%

Only part of the results is shown, so the mix of outcomes need not match the whole.
